CHRM5 antagonist: human M5 muscarinic receptor antagonists, primary screen, CHO cells, Fluo-8 calcium fluorescence; 360,000 compounds, 0.59% hits; inhibition, % at 3 µM; CHO-hM5 cells, ACh EC80; AID 624040, 2012; Muscarinic acetylcholine receptor M5 (Homo sapiens), P08912;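 active = inhibition above a per-plate cutoff, the mean of that plate's test compounds plus 3 SD, cut at about 27% in these data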;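 also: 0% = acetylcholine EC80 with DMSO and 100% = DMSO without agonist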
M4 PAM: human M4 muscarinic receptor positive allosteric modulators, primary screen, CHO-K1 cells, Fluo-8 calcium fluorescence. activation, % at 3 µM. 360,000 compounds, 0.4% hits. AID 624126, 2012. CHO-K1 hM4/Gqi5, ACh EC20; 0% = ACh EC20, 100% = maximal ACh;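 active = activation above its plate's cutoff, the mean activation of sample wells plus 3 SD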; also: some results filed as inactive read as strong as hits
Target sequence (P08173 whole entry, looked up): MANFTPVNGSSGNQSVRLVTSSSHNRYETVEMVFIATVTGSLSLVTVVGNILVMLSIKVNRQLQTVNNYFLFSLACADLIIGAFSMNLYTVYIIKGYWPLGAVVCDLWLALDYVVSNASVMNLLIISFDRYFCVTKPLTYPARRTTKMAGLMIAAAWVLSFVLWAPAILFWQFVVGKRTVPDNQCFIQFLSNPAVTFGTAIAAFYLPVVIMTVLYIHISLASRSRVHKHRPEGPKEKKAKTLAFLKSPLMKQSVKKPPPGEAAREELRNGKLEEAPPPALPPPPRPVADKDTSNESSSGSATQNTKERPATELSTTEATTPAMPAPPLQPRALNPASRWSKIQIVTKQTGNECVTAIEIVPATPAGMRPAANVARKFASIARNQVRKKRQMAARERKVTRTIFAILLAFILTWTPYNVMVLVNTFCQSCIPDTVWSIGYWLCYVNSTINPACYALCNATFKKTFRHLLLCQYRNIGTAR
M5 ag: human M5 muscarinic receptor agonists, primary screen, CHO-K1 cells, Fluo-8 calcium fluorescence; Muscarinic acetylcholine receptor M5 (Homo sapiens), P08912; CHO-K1 hM5 cells; 0% DMSO wells, 100% maximal acetylcholine response; activation, % at 3 µM; 360,000 compounds, 0.19% hits;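 active = activation above the run's mean over test compounds plus 3 SD, cut at about 23% in these data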;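 also: signal is peak over basal fluorescence ratio across the kinetic read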
M5 PAM: human M5 muscarinic receptor positive allosteric modulators, primary screen, CHO-K1 cells, Fluo-8 calcium fluorescence; Muscarinic acetylcholine receptor M5 (Homo sapiens), P08912; CHO-K1 hM5, ACh EC20 PAM; 0% = ACh EC20, 100% = ACh EC100; activation, % at 3 µM; 360,000 compounds, 0.3% hits; AID 624038, 2012;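 active = activation above the run cutoff, the mean activation of all test compounds plus 3 SD, cut at about 18% in these data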
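Replicates: One well per compound, no replicates | System: Human M5 receptor in CHO-K1 cells | Benchmarks: Low control EC20 acetylcholine (0%), high control EC100 acetylcholine (100%) | Probe or stimulus: Acetylcholine, EC20 level | Times: Fluo-8 loading 80 min at 37 °C plus 30 min room temperature | Signal: Intracellular calcium via Fluo-8 fluorescence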
CRFBP-R2 agonist: agonists of CRF-BP/CRF-R2 complex, primary screen, cell-based, HEK293, calcium dye fluorescence, uHTS | activation, % at 13.2 µM | calcium dye fluorescence (FLIPR); percent of saturating CRF peptide response | CRF-binding protein / CRF receptor 2 complex (human) | 350,000 compounds, 0.46% hits | AID 588473, 2011;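 active = activation of at least 50%, plus an integration ratio under a set limit after plate pattern correction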;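 also: plate controls were neutral control wells without compound for no effect and CRF at EC100 for full effect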
M1 PAM: human M1 muscarinic receptor positive allosteric modulators, primary screen, CHO-K1 cells, Fluo-8 calcium fluorescence, 1536-well; CHO-K1 hM1, ACh EC20; 0% = ACh EC20, 100% = maximal ACh; activation, % at 3 µM; 360,000 compounds, 0.088% hits; in the data active = activation above about 19%, passing the limit was not always enough
Target sequence (P11229 whole entry, looked up): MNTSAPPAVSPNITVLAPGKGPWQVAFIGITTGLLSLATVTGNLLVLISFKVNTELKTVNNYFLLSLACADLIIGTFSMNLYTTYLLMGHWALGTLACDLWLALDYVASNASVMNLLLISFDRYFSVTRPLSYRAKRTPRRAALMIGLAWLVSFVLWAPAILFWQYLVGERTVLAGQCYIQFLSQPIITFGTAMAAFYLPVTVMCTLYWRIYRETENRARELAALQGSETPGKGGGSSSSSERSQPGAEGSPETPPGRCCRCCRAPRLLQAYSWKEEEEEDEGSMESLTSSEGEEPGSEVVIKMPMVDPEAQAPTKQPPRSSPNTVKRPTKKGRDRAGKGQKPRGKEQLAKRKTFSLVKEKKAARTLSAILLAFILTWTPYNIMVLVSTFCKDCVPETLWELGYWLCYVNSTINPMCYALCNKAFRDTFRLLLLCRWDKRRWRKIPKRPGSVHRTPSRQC
M1 antag: human M1 muscarinic receptor antagonists, primary screen, CHO-K1 cells, Fluo-8 calcium fluorescence, 1536-well. Muscarinic acetylcholine receptor M1 (Homo sapiens), P11229. CHO-K1 hM1, ACh EC80 antagonist. inhibition, % at 3 µM. 360,000 compounds, 1.3% hits. AID 588852, 2011;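 active = percent inhibition above its own plate's cutoff, namely the mean of that plate's compound wells plus 3 SD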;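 also: peak over basal fluorescence ratio during 140 s after agonist addition; 0% = ACh EC80 plus DMSO and 100% = DMSO alone without agonist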
M4 antag: human M4 muscarinic receptor antagonists, primary screen, CHO cells, Fluo-8 calcium fluorescence; 360,000 compounds, 0.73% hits; CHO-hM4 cells, ACh EC80; inhibition, % at 3 µM; Muscarinic acetylcholine receptor M4 (Homo sapiens), P08173; AID 624125, 2012;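 active = inhibition above its plate's cutoff, the mean inhibition of sample wells plus 3 SD, cut at about 27% in these data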;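 also: 0% = acetylcholine EC80 with DMSO and 100% = DMSO without agonist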
M4 ag: human M4 muscarinic receptor agonists, primary screen, CHO-K1 cells, Fluo-8 calcium fluorescence; Muscarinic acetylcholine receptor M4 (Homo sapiens), P08173; CHO-K1 hM4/Gqi5; vehicle 0%, full acetylcholine response 100%; activation, % at 3 µM; 360,000 compounds, 0.14% hits;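 active = activation above the run mean over all test wells plus 3 SD, cut at about 32% in these data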;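 also: peak over basal fluorescence ratio per well then scaled between controls; 0% = DMSO wells and 100% = acetylcholine at EC100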
An asterisk follows results filed as active; / = no result given.

SMILES	CHRM5 antagonist	M4 PAM	M5 ag	M5 PAM	CRFBP-R2 agonist	M1 PAM	M1 antag	M4 antag	M4 ag
C/C(=N\N(c1ccccc1)c1ccccc1)c1ccc(N)cc1	10	-9	-6	4	4.2	11	-17	17	0
COc1ccc(S(=O)(=O)CC2(O)CCN(C(=O)C(C)(C)C)CC2)cc1	5	5	3	8	-2.6	5	10	3	1
O=C1c2cccc3cccc(c23)C(=O)N1c1ccncc1	6	-3	-2	0	-0.4	0	0	-5	1
Cc1sc2ncn(CC(=O)NCCN3CCOCC3)c(=O)c2c1S(=O)(=O)N1CCC(C)CC1	-2	-3	-1	1	0.8	3	-7	8	-1
N=c1c(C(=O)NCC2CCCO2)cc2c(=O)n3ccccc3nc2n1C1CCCCC1 (centres undefined)	3	4	0	-4	-0.4	0	3	-14	1
Cc1ccc(C)c(S(=O)(=O)Nc2ccc(-n3cnnn3)cc2)c1	-4	6	5	4	-1.9	1	-10	9	3
CCCc1sc(N2CCCC(C(N)=O)C2)nc1-c1ccccc1 (centres undefined)	4	17	-4	-2	0.7	2	-8	-5	-1
COc1cccc(Sc2ccccc2CN(C)C)c1	8	-3	-7	-7	-3.9	-15	-4	6	0
Cc1ccc(-c2cc(C(=O)O)n[nH]2)s1	5	0	0	1	-1.4	-5	10	9	0
COc1cc(C(=O)NCC2CCCO2)ccc1OCc1c(C)noc1C (centres undefined)	0	6	2	1	-2.1	9	-14	-1	0
CN(c1ccccc1)S(=O)(=O)c1cccc(C(=O)NCc2ccccc2)c1	6	-7	-2	-9	-0.5	-5	5	9	6
CC(=O)/C(N)=N/Nc1cccc(Cl)c1	4	0	1	-5	-0.1	4	-7	1	1
CCOC(=O)N1CCN(CCCc2ccccc2)CC1	1	-3	-12	-2	-0.7	8	-6	7	0
COC(=O)c1c(NC(=O)C(=O)NCCCN2CCOCC2)sc2c1CCCC2	0	0	-4	2	1.1	5	-13	1	2
COc1ccc2c(c1OC)C(=O)N(c1cccc(C)c1)C2	2	-7	-6	-8	1.1	-5	-17	6	0
O=C(CC[C@H]1O[C@@H](n2ccc(=O)[nH]c2=O)[C@H](O)[C@@H]1O)N[C@H](Cc1ccccc1)C(=O)NCC1CCCO1 (some centres undefined)	-7	6	3	8	/	5	-5	-1	1
COc1ccc(NC(=S)Nc2cc(C)ccn2)c(OC)c1	0	4	-2	1	9.7	18	-24	-2	1
CCOc1ccc(CN2CCN(S(=O)(=O)c3ccc(NC(C)=O)cc3)CC2)cc1	-6	-3	-3	-8	0.7	7	-6	-5	6
CCOc1ccc(NC(=O)N(CCC(C)C)C2CCN(C(C)=O)CC2)cc1	-6	-3	2	3	0.8	5	-5	10	0
CCOC(=O)C(Cc1ccccc1)NC(=O)CNC(C)=O (centres undefined)	5	12	-1	-3	-0.6	1	11	3	1
CCc1ccc(-c2cn3nc(-c4ccccc4)cnc3n2)cc1	15	-4	0	-5	3.2	2	-1	-7	6
Cc1ccc(C2=N/C(=C\c3ccc(OS(=O)(=O)c4ccc(C)cc4)cc3)C(=O)O2)cc1	-8	2	1	8	2.2	7	-9	-8	0
COc1ccccc1N(CC(=O)NCc1ccco1)C(=O)CCC(=O)Nc1ccccn1	1	2	-1	2	-2.6	11	-12	3	3
CC(Nc1ccnc2cc(Cl)ccc12)c1ccc(S(N)(=O)=O)cc1 (centres undefined)	2	-10	-6	-1	-0.5	-6	11	-3	0
CC(C(=O)NCCc1ccc(Cl)cc1)n1c(=O)c2cccn2c2cccnc21 (centres undefined)	13	3	-5	-5	-0.8	15	4	-1	2

Single records, as listed above.
Entry for COc1ccc(S(=O)(=O)CC2(O)CCN(C(=O)C(C)(C)C)CC2)cc1 → CHRM5 antagonist: 5; M4 PAM: 5; M5 ag: 3; M5 PAM: 8; CRFBP-R2 agonist: -2.6; M1 PAM: 5; M1 antag: 10; M4 antag: 3; M4 ag: 1
Entry for O=C1c2cccc3cccc(c23)C(=O)N1c1ccncc1 → CHRM5 antagonist: 6; M4 PAM: -3; M5 ag: -2; M5 PAM: 0; CRFBP-R2 agonist: -0.4; M1 PAM: 0; M1 antag: 0; M4 antag: -5; M4 ag: 1
Entry for CCOC(=O)C(Cc1ccccc1)NC(=O)CNC(C)=O (centres undefined) → CHRM5 antagonist: 5; M4 PAM: 12; M5 ag: -1; M5 PAM: -3; CRFBP-R2 agonist: -0.6; M1 PAM: 1; M1 antag: 11; M4 antag: 3; M4 ag: 1

(listing goes on)
SMILES	CHRM5 antagonist	M4 PAM	M5 ag	M5 PAM	CRFBP-R2 agonist	M1 PAM	M1 antag	M4 antag	M4 ag
CC(=O)Nc1ccc(Nc2nc(C)cc(C)n2)cc1	1	-1	0	-6	-0.4	8	-16	-5	0
COCCN1C=C2C(=O)C(C)(OC(=O)c3cccs3)C(=O)C=C2C=C1CCCC(=O)OC (centres undefined)	19	5	2	-6	1.7	11	-10	-1	0
COc1ccc(CN2C(=O)CCC2(C)c2nnnn2-c2ccc3c(c2)OCCO3)cc1OC (centres undefined)	9	1	2	1	/	/	/	11	-1
CCOc1ccc(C(=O)NCc2ccco2)cc1OC	6	-3	-1	-1	-0.2	6	-16	-1	28
CCOc1ccc(OCC)c(NC(=O)C2CCN(S(=O)(=O)c3c(C)noc3C)CC2)c1	3	-4	-3	4	0.7	5	-24	-5	2
COc1cc(/C=N/NC(=O)c2ccccc2)ccc1OS(=O)(=O)c1ccccc1	-3	-11	2	-12	1.1	-8	8	13	16
COc1cccc(NC(=O)CN(C)C(=O)CC2CC3CCC2C3)c1 (centres undefined)	5	9	-1	-1	-1.2	6	-5	-4	1
COc1cc(/C=N\NC(=O)CNC(=O)c2cccc([N+](=O)[O-])c2)ccc1O	-4	5	0	1	-1.4	8	-3	3	1
CN(C)c1ccc(NS(=O)(=O)c2ccc(-c3csnn3)cc2)cc1	2	-10	10	4	-1.9	10	-8	-5	9
S=C1NC[C@H](c2ccccc2)N1CCCCC1CCCCC1	10	-11	-4	-11	-0.8	-3	1	15	-1
CC1CN(C(=S)Nc2cccc(Cl)c2)CC(C)O1 (centres undefined)	7	-1	2	-1	-0.3	5	-16	2	1
COc1ccc(Cl)cc1NS(=O)(=O)c1cc(Cl)ccc1OC	-4	3	1	8	-1.0	8	-4	12	6
CN(C)c1nc(SCc2ccccc2)nc(N2CCOCC2)n1	-4	0	-10	-2	0.3	5	-7	4	-2
Cc1cccc(C(=O)NC(=S)N2CCc3ccccc3C2)c1	-6	-2	-4	1	1.3	-2	-6	-1	0
NNC(=O)C(Cc1ccccc1)NC(=O)OCc1ccccc1 (centres undefined)	-3	11	-1	6	1.0	3	3	6	0
CCc1ccc(OCCOCC(O)CN(CCO)CCO)cc1 (centres undefined)	1	2	-1	1	-2.4	4	4	-8	1
COCCNC(=O)C1(C)CCCN(CCSc2ccccc2)C1 (centres undefined)	5	1	-2	-1	/	10	-15	5	0
CCC(C(=O)NCc1ccc(F)cc1)N(Cc1ccco1)C(=O)c1snc(C(N)=O)c1N (centres undefined)	-4	-12	3	0	0.8	-4	7	3	5
Cc1noc(NS(=O)(=O)c2ccc(NC(=O)c3ccc(N(C)C)cc3)cc2)c1C	1	-5	1	-3	2.4	-3	6	11	0
O=C(COc1ccccc1[N+](=O)[O-])OCCCOC(=O)COc1ccccc1[N+](=O)[O-]	4	4	-1	6	3.1	12	1	2	2
COc1ccc(CNC(=O)C(c2ccco2)N(C(=O)c2snc(C(N)=O)c2N)c2ccccc2OC)cc1 (centres undefined)	6	-1	-2	1	-0.1	-4	0	-3	9
Cc1ccc(S(=O)(=O)NC(C(=O)N2CCOCCOCCOCCOCC2)C(C)C)cc1 (centres undefined)	3	3	-1	1	-1.8	7	-7	-11	1
Cc1cc2nc(C)c3c(n2n1)CCC3	4	8	-5	9	3.8	10	-7	12	2
CCn1c(-c2cccnc2Cl)nc2ccccc21	-6	0	-1	5	-0.7	6	-2	8	0
CCOc1ccc(NC(=O)CCN2CCN(c3ccccc3OC)CC2)cc1	5	0	-1	3	1.8	-5	3	-1	1
SMILES	CHRM5 antagonist	M4 PAM	M5 ag	M5 PAM	CRFBP-R2 agonist	M1 PAM	M1 antag	M4 antag	M4 ag
O=C(Nc1c(Cl)cc2c(c1Cl)Cc1cc([N+](=O)[O-])ccc1-2)C(Cl)Cl	17	-2	-1	-14	3.8	0	-7	-13	7
CCc1cc(C(=O)N(CC)CC(=O)Nc2c(F)cccc2F)sc1C	5	0	0	-7	-0.4	3	-13	-3	1
COC(=O)c1ccc2c(c1C(=O)OC)CN(S(=O)(=O)C(C)(C)C)[C@@H]2CCO	-14	3	1	5	-1.8	2	-2	-6	1
CCN(CCCNC(=O)CCCN1C(=O)COc2ccc(C)cc21)c1cccc(C)c1	-4	-13	-1	-6	-0.5	-9	14	0	6
Cc1cc(C)n(C(=O)c2ccc([N+](=O)[O-])cc2Cl)n1	7	-1	-3	8	0.0	11	-16	-8	0
O=C1CC(=O)N(Cc2ccco2)C(=S)N1	-2	2	0	-1	40	8	-32	-5	2
Cc1ccc(SCC(=O)OCC(=O)N(CCC#N)c2ccccc2)cc1C	3	-4	0	-2	-1.3	6	-3	-10	5

Looked up by structure from the entries so far:
SMILES	CHRM5 antagonist	M4 PAM	M5 ag	M5 PAM	CRFBP-R2 agonist	M1 PAM	M1 antag	M4 antag	M4 ag
O=C(Nc1c(Cl)cc2c(c1Cl)Cc1cc([N+](=O)[O-])ccc1-2)C(Cl)Cl	17	-2	-1	-14	3.8	0	-7	-13	7
Cc1cc(C)n(C(=O)c2ccc([N+](=O)[O-])cc2Cl)n1	7	-1	-3	8	0.0	11	-16	-8	0
Cc1ccc(SCC(=O)OCC(=O)N(CCC#N)c2ccccc2)cc1C	3	-4	0	-2	-1.3	6	-3	-10	5

Screens (PubChem BioAssay)
